Screening results as filed in PubChem BioAssay.
TGFb SMAD3 inh: blocks TGF-b signaling; HepG2 CAGA-GFP TGF-b/SMAD3 reporter, GFP fluorescence, 18 h; TGF-beta stimulated, 500 pg/mL final; Potency, µM (highest dose often 46.1 µM), inactives show at the highest dose activity, negative = inhibition, hits mostly inhibitors; hit rate 1.2% among 410,000; AID 588855; also: potency is read from the fitted curve at half-maximal effect; % is scaled to controls: 0 for no effect and ±100 for the full control effect; nearly all actives have a fitted effect of over 65% in size
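Inhibition of TGF-beta-driven CAGA-GFP reporter expression in HEPG2 cells is measured by cellular GFP fluorescence after 18 h stimulation with 500 pg/mL recombinant TGF-beta in 1% FBS medium at 37 degrees C.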
Nrf2 inh: blocks Nrf2 signaling; A549 ARE-Fluc reporter, luciferase luminescence, 18-24 h; Potency, µM (doses to about 46 µM), for the others: at the top dose activity change, negative = inhibition, hits mostly inhibitors; hit rate 2.1% among 360,000; also: potency is read from the fitted curve at half-maximal effect; % is scaled to controls: 0 for no effect and ±100 for the full control effect; nearly all actives have a fitted effect of over 60% in size
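In this cell-based qHTS, ARE-driven firefly luciferase in A549 cells reports Nrf2 activity; the luminescent signal after BugLite lysis is the measured value, with a prior CellTiter-Fluor read for cell health.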
HepG2 viability: kills HepG2 cells in TGF-b inhibitor counter-screen. HepG2 CAGA-GFP viability, ATP luminescence, 18 h. Potency, µM (titrated, usually from 46.1 µM), for inactives: at the top dose activity change, negative = cytotoxicity, usual class: cytotoxic. hit rate 0.76% among 410,000. AID 588856; also: potency is read from the fitted curve at half-maximal effect; some results filed as inactive show a strong effect at the top dose
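CellTiter-Glo luminescence gave cytotoxicity after 18 hours at 37 degrees C. The cells were HepG2 CAGA-GFP in 1% FBS DMEM, stimulated with 500 pg/mL TGF-beta after compound addition. %Activity was normalised to no-cell wells (complete cell-killing) and DMSO (no toxicity), and curves were fitted and classified.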
MCF10A rerep: inducers of DNA re-replication in MCF 10A breast cells; hit rate 2.9% among 350,000; MCF 10A DNA re-replication, Hoechst nuclear intensity, 48 h; Potency, µM (series often up to 46.1 µM), for the others: top-dose activity, positive = re-replication, most hits filed as activators; also: potency is read from the fitted curve at half-maximal effect; % of control where 0% means no effect; nearly all actives have a fitted effect of over 50% in size
Nrf2 ARE act: activators of Nrf2 (ARE) signaling. AREc32 ARE-luciferase reporter (MCF7-derived line), luminescence, 24 h. Potency, µM (series often up to 46.1 µM), for inactives: at the highest dose activation, actives largely listed as activators. hit rate 0.31% among 410,000; also: potency is read from the fitted curve at half-maximal effect; % of control where 0% means no effect; nearly all actives have a fitted effect of over 65% in size
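Luciferase luminescence (Steady-Glo, 30 min at room temperature) served as the read-out of ARE activation in AREc32 cells treated with compounds for 24 hr at 37 deg C.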
A549 tox: A549 cytotoxicity, counter-screen for Nrf2 inhibitors; A549 ARE-Fluc cells, CellTiter-Fluor viability, 18-24 h; Potency, µM (doses to about 46 µM), without a hit: at the top dose activity change, negative = cytotoxicity, hits mostly inhibitors; hit rate 0.16% among 390,000; also: potency is read from the fitted curve at half-maximal effect; % is scaled to controls: 0 for no effect and ±100 for the full control effect
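Cytotoxicity counterscreen: CellTiter-Fluor fluorescence was measured in A549 ARE_Fluc cells after 18-24 h of compound exposure in a concentration series. The subsequent BugLite luminescent read reports ARE-luciferase activity.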
ATXN2 expr inh: ATXN2 expression inhibition; HEK-293 ATXN2-luciferase reporter, luminescence, 24 h; Potency, µM (top dose mostly 57 µM), inactives show at the top dose activity change, negative = inhibition, usual class: inhibitors; hit rate 0.72% among 360,000; also: potency is read from the fitted curve at half-maximal effect; % is scaled to controls: 0 for no effect and ±100 for the full control effect; nearly all actives have a fitted effect of over 55% in size
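ATXN2-luciferase reporter cells (luciferase flanked by upstream and downstream ATXN2 gene portions) were treated 24 h at 37 °C with compounds at up to 57 uM. SteadyGlo luminescence gave expression; GF-AFC fluorescence gave viability.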
IL1B secr inh: inhibitors of inflammasome signaling (IL-1 beta secretion). THP-1 LPS/ATP IL-1B secretion, AlphaLISA, 16 h; stronger effect = lower value. hit rate 4.7% among 360,000. activity change, % at 57.5 µM; in the data active = activity change below about -50%; inconclusive = mostly about -30% to -49%; also: % is scaled to controls: 0 for no effect and ±100 for the full control effect
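THP-1 cells pretreated 1 hr with compounds (up to 57.5 uM final), then stimulated with LPS (250 ng/mL final) plus ATP (1.25 mM final); secreted IL-1B measured by AlphaLISA after 16 hr, decreased signal indicating inhibition.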
S2 tox: reduces viability in counter-screen for ATXN expression inhibitors; Potency, µM (series often up to 56.7 µM), usual class: cytotoxic; S2 cells (HEK-293 line with an ATXN2-luciferase reporter) viability, CellTiter-Fluor protease fluorescence, 24 h; hit rate 0.49% among 400,000; AID 651635; also: potency is read from the fitted curve at half-maximal effect; nearly all actives have a fitted effect of over 40% in size
Numbers without * were called inactive; i = inactive; ? = inconclusive; . = not tested or not shown; & = joins results of further samples; [ ] = another dose, or the depositor's remark. Unless noted, calls follow the shape of the dose curve; as a rule, active = well fitted curve in the direction sought with a large enough effect; inconclusive = small, poorly fitted or top-dose-only effect, or another doubt; inactive = no such curve, though single readings can be large; an effect the other way counts as inactive or inconclusive.

item	Structure	TGFb SMAD3 inh	Nrf2 inh	HepG2 viability	MCF10A rerep	Nrf2 ARE act	A549 tox	ATXN2 expr inh	IL1B secr inh	S2 tox
1	CSc1cccc(NC(=O)c2cnn(-c3ccc(F)cc3)c2-n2cccc2)c1	9%	-5%	-3%	.	-0.9%	-1%	-16%	.	i
2	Cn1ncc(Br)c1C(=O)N/N=C/c1cccc(OC2CSC2)c1	?	4%	-60%	-51%[inhibitor]	1.3%	0%	-4%	5	i
3	CCOC(=O)c1c(NC(=O)C(C)Sc2cccc[n+]2[O-])sc2c1CCN(Cc1ccccc1)C2 (stereo not given)	1%	-25%	-24%	?	0.1%	1%	?	-25	.
4	COc1cc(CCCN2CCNC[C@@H]2Cc2ccc(O)cc2)cc(OC)c1OC	0%	3%	-17%	-2%	0.3%	1%	-3%	12	i
5	COc1ccccc1C(=O)NCCCNC(=O)c1cnccn1	21%	3%	-1%	12%	0.3%	8%	-1%	27	i
6	COc1ccc(OC)c(CCNC(=O)c2cc3cccc4c3n2CCS4)c1	?	-21%	-19%	.	3.3%	-2%	.	.	.
7	Cc1ccc(C2C(=O)N(C3CCCC3)CC(=O)N2CC2COc3ccccc3O2)cc1 (stereo not given)	4%	1%	0%	4%	0.0%	10%	-3%	0	i
8	CCN(CC)c1nc(C(F)(F)F)nc2c1nnn2Cc1ccccc1	?	6%	1%	1%	-0.1%	2%	.	22	i
9	CC(=O)N1CCCc2cc(S(=O)(=O)N3CCCC(C(=O)Nc4ccccc4C)C3)ccc21 (stereo not given)	2%	?	-1%	9%	0.1%	0%	-18%	14	i
10	CN1CCN(S(=O)(=O)c2ccc(N)cc2)CC1	-15%	10%	-6%	14%	0.1%	-2%	9%	2	i
11	Cc1cccc(OCc2nnc(SCC(=O)c3ccccc3)o2)c1	19%	13%	-2%	?	3.1%	1%	6%	15	i
12	COc1ccc(C)cc1NC(=O)CN1C(=O)COc2ccc(S(=O)(=O)N3CCC(C)CC3)cc21	-1%&0%	?	-4%&1%	7%	0.0%&-0.5%	0%&12%	-20%	7	i
13	CCC(C)NC(=O)Cn1cc(S(=O)(=O)N2CCCC2)c(S(=O)(=O)N2CCCC2)c1 (stereo not given)	-3%	?	-1%	?	-0.2%	0%	7%	0	i
14	O=C(CSc1cn(CC(=O)N2CCCCCC2)c2ccccc12)NCC1CCCO1 (stereo not given)	12%	5%	-2%	12%	0.5%	-3%	-19%	3	i
15	O=C(NCC1CCCN1S(=O)(=O)c1cccs1)C(=O)Nc1ccccc1Cl (stereo not given)	?	-2%	-26%	21%	0.3%	1%	5%	-9	i
16	COc1ccc(Cc2nnc(SCC(=O)c3c(N)n(C4CC4)c(=O)[nH]c3=O)o2)cc1	-3%	1%	-4%	0%	-0.3%	0%	2%	38	i
17	COc1c(C)cc(C(O)c2ncc(-c3ccccc3F)[nH]2)cc1C (stereo not given)	-15%	.	-14%	.	-0.1%	.	-33%	49	i
18	O=C(Nc1cccc([N+](=O)[O-])c1)N1CCCc2ccccc21	-3%	1%	-16%	1%	?	5%	18%	11	i
19	COc1ccc2c(c1OC)C(=O)N1N=C(c3ccc(F)cc3)CC21 (stereo not given)	11%	-8%	-3%	0%	2.5%	11%	.	1	i
20	NC(=O)c1cccc(-c2cccc(OC(=O)NC3CCCCC3)c2)c1	-7%	11%	13%	-1%	0.0%	1%	34%&61%	14	i
21	CCOC(=O)c1oc2cc(O)ccc2c(=O)c1-c1csc(C)n1	-10%	-15%	2%	6%	-0.5%	-19%	-3%	-9	i
22	O=[N+]([O-])c1cc(C(F)(F)F)cc([N+](=O)[O-])c1NCCCN1CCOCC1	-22%	2%	-5%	3%	2.9%	-11%	-28%	12	i
23	O=C(CSc1nnc(CNC(=O)c2ccccc2F)o1)Nc1ccc2c(c1)OCO2	-1%	5%	-20%	0%	-0.8%	0%	-8%	-19	i
24	Cc1onc(-c2c(F)cccc2Cl)c1C(=O)N1CCOC12CCCCC2	-8%	8%	3%	4%	-0.4%	-2%	-14%[11.3 µM]	24	i
25	COc1cccc(OC)c1C(=O)N1CCN(Cc2c[nH]c3ccccc23)CC1	13%	.	-21%	.	3.2%	.	.	0	i
26	CCOc1ccc(CCN2C(=O)C(=O)N([C@@H](CC(C)C)CN3CCC[C@@H]3CN3C(=O)C(=O)NC[C@@H]3Cc3ccccc3)C[C@@H]2Cc2ccc(O)cc2)cc1	?	-3%	-15%	?	1.0%	1%	-12%	-52*	?
27	CCN(CC)C(c1ccc(C)cc1)c1nnnn1C1CCCCC1 (stereo not given)	-1%	10%	0%	?	0.3%	-3%	-3%	-8	i
28	Cc1cc(C(=O)N/N=C2\CC(=O)CC(C)(C)C2)n[nH]1	22%	22%	3%	-7%	0.2%	0%	10%	4	i
29	O=C(CCN1CCC(c2ccccc2)C1)c1cccs1 (stereo not given)	?	-6%	-61%	11%	?	15%	?	-15	?
30	CCOC(=O)N1CCc2c(sc3c2c(=O)n(-c2ccc(CC)cc2)c(=O)n3CC(=O)Nc2ccc(C)cc2)C1	-24%	4%	-21%	.	0.6%	1%	.	.	.
31	COc1ccc(CNC(=O)c2ccc3c(c2)nc2n3CCC(C)C2)c(OC)c1 (stereo not given)	-7%	.	-18%	.	1.6%	-1%	.	.	.
32	CN(C)S(=O)(=O)c1cccc(NC(=O)c2ccc(COc3ccccc3)cc2)c1	-21%	?	-33%	?	1.5%	-14%	?	-73*	13µM*
33	CCC(CC)NC(=O)c1oc2ccccc2c1COc1ccccc1	-12%	-11%	-8%	29%	0.1%[9.22 µM]	16%	-1%	-7	i
34	CCOc1cc(C(=O)Nc2ccc(S(=O)(=O)N3CCOCC3)cc2)cc(OCC)c1OCC	-12%	-8%	-2%	-2%	-0.4%	2%	-14%	-2	i
35	Cc1ccc(Cl)cc1N(C)C(=O)Cn1ncc2c([nH]c3ccccc32)c1=O	6%	-10%	-6%	?	-0.4%	1%	-3%	-6	i
36	COc1ccc(CNC(=O)CN2C(=O)CSc3ccc(S(=O)(=O)N4CCCC4)cc32)cc1	0%	18%	-13%	.	-0.9%	2%	.	.	.
37	CCOC(=O)CNc1nc(Oc2ccc(=O)n(C)n2)nc(N(CC)CC)n1	-13%&2%	?	1%&-13%	0%	-0.1%&0.6%	1%&-4%	-2%&3%	0	i
38	C[C@H](NC(=O)c1ccccc1)C(=O)N1CCC2(CC1)NCCc1[nH]cnc12	-13%	-3%	-2%	1%	-0.6%	-2%	5%	12	i
39	COc1ccc(NC(=S)NC(=O)c2csnn2)cc1	-7%	12%	-10%	?	0.6%	1%	5%	5	i
40	O=C(COC(=O)c1cccc(S(=O)(=O)N2CCOCC2)c1)NCc1ccc2c(c1)OCO2	9%	5%	7%	-11%	-0.3%	1%	-4%	19	i
41	COc1ccc(NC(=O)N(Cc2ccc(C)cc2)Cc2cccnc2)c(OC)c1	-29%	-29%	0%	2%	-1.5%	-7%	-12%	-5	i
42	CCCc1cc(Nc2c(C)n(C)n(-c3ccccc3)c2=O)n2c(nc3ccccc32)c1C#N	6%	25%	-11%	17%	0.3%	3%	-2%	11	i
43	Cc1sc2nc(CC(N)=O)[nH]c(=O)c2c1-c1ccccc1	5%	1%	23%	-11%	-1.2%	0%	-4%	14	i
44	c1ccc([C@H]2CN3C(=N2)Sc2ccccc23)cc1	?	10%	-23%	?	14%	8%	115%[activator]	-1	i
45	O=C(Nc1ncccn1)c1cc([N+](=O)[O-])cc([N+](=O)[O-])c1	-8%	-3%	-11%	?	0.2%	1%	1%	0	i

Quoted at random: three entries already listed
item	Structure	TGFb SMAD3 inh	Nrf2 inh	HepG2 viability	MCF10A rerep	Nrf2 ARE act	A549 tox	ATXN2 expr inh	IL1B secr inh	S2 tox
36	COc1ccc(CNC(=O)CN2C(=O)CSc3ccc(S(=O)(=O)N4CCCC4)cc32)cc1	0%	18%	-13%	.	-0.9%	2%	.	.	.
44	c1ccc([C@H]2CN3C(=N2)Sc2ccccc23)cc1	?	10%	-23%	?	14%	8%	115%[activator]	-1	i
39	COc1ccc(NC(=S)NC(=O)c2csnn2)cc1	-7%	12%	-10%	?	0.6%	1%	5%	5	i

Further records:
item	Structure	TGFb SMAD3 inh	Nrf2 inh	HepG2 viability	MCF10A rerep	Nrf2 ARE act	A549 tox	ATXN2 expr inh	IL1B secr inh	S2 tox
46	CCOc1ccccc1CN1CCN(S(C)(=O)=O)CC1	-1%	9%	-2%	?	0.4%	11%	-6%	2	i
47	Cc1ccc(S(=O)(=O)N/N=C\c2cn(-c3ccccc3)nc2-c2ccccc2)cc1	-28%	-15%	1%	20%	5.9%	-23%	25%	-8	i
48	COc1ccc(OC)c(C2=NOC(C(=O)NCc3ccco3)C2)c1 (stereo not given)	4%	?	0%	13µM*	0.0%	-17%	-20%	2	i
49	Nc1nc(OCC(F)(F)F)cc(Oc2ccccc2F)n1	3%	.	1%	0%	2.1%	1%	43%[activator]	7	i
50	CCCn1c(=S)[nH]c2cc(C(=O)N3CCc4ccccc4C3)ccc2c1=O	-9%	-2%	-6%	-2%	-0.5%	0%	-17%[11.3 µM]	76	i
51	CCN(CC)S(=O)(=O)c1ccc2c(c1)nc(CN(C)C(=O)Nc1ccc(Cl)cc1)n2C	?	.	-38%	.	0.5%	9%	10%	.	i
52	O=C(Nc1ccc(-c2nc3ccccc3[nH]2)cc1)c1ccccc1NS(=O)(=O)c1ccc(F)cc1	?	15%	-18%	18µM*	4.9%	-1%	24%	0	i
53	CC(C)(C)c1ccc(-c2noc(CCC(=O)NCC3CCCO3)n2)cc1 (stereo not given)	7%	0.58µM*	-19%	2%	-1.7%	-4%	?	0	i
54	COc1ccc(OC)c2c1sc(=NC(=O)C1CCCCC1)n2C	-1%	-3%	1%	-5%	0.0%	1%	9%	35	i
55	O=C(OCc1ccc(Cl)c(Cl)c1)c1cnccn1	-8%	13%	2%	-4%	-0.3%	0%	1%	23	i
